Compound activity from PubChem BioAssay.
phage Ecoli inh – growth loss of phage-infected E. coli, primary screen, RecBCD inhibitor project, absorbance, with phage, HTS. inhibition, % at 11.9 µM. 360,000 tested, 0.26% active; in the data active means inhibition above about 11%
Wnt act – Wnt/beta-catenin pathway activators, primary screen, cell-based, plate reader, single point; Wnt/beta-catenin reporter cell assay, activator; activation, % at 9.35 µM; 300,000 tested, 1.2% active; in the data active means activation above about 30%, passing the limit was not always enough;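 further: 0% = neutral control wells and 100% = positive control wells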
The depositor's hits bear a star.

SMILES	phage Ecoli inh	Wnt act
Cc1[nH]c2ccccc2c1CC(=O)Nc1ccc(Nc2cccnc2)c(-c2ccc(-c3ccccc3)cc2F)c1	-0.3	-7
COCc1cc(N2CCNC[C@@H]2C)ccc1N1C[C@@H](C)O[C@@H](C)C1	3.2	-1
CC(C)C[C@H]1CN(CCCC[C@H]2CNC(=O)C(=O)N2CC2CCCCC2)C(=O)C(=O)N1CCc1ccccc1	-0.1	-4
C[C@@H]1CN([C@@H](C)CO)C(=O)CCCn2nncc2CO[C@H]1CN(C)Cc1ccc2c(c1)OCCO2	3.9	-1
COc1ccc(C(=O)NCC(c2ccco2)N2CCOCC2)cc1 (stereo not drawn)	0.3	2
COc1ccc(NC(=O)c2cc(C3CCCCN3C(=O)c3ccc(C#N)cc3)on2)c(C)c1 (stereo not drawn)	2.3	-2
COc1ccc(NC(=O)C2Cc3c(-c4ccc(NC(C)=O)cc4)ccnc3O2)cc1 (stereo not drawn)	0.6	0
CCN(CC)C(=O)C1=C(C)N(CCC2=CCCCC2)C(=O)C(CC(=O)NCc2cccs2)C1 (stereo not drawn)	-1.0	-1
CC(C)(C)c1ccc(CC(=O)N2CCC2(C)C(=O)Nc2ccc(F)cc2F)cc1 (stereo not drawn)	1.0	-3
C1=CC2(C=C1)OC21CCC2(C=CC3(C2)OC3C2CCCCC2)CC1 (stereo not drawn)	1.0	-1
C[C@H](CO)N1C[C@H](C)[C@@H](CN(C)S(=O)(=O)c2cn(C)cn2)Oc2cc(Br)ccc2S1(=O)=O	3.2	-1
CC1(C)CN(c2ccc(Br)cc2)C(=O)[C@H]1CC(=O)Nc1ccccc1	4.6	-3
COC(=O)c1ccc(CN2C(=O)C(C)ON=C2c2ncccc2C)o1 (stereo not drawn)	-0.5	-1
CCc1ccc2c(c1)NC(=O)C2(C)Cc1ccc(Cl)cc1 (stereo not drawn)	2.5	-1
CN(C)CCNC(=O)c1cccc(-c2cnc3c(NC=O)cc(/C=C/c4ccccc4)cn23)c1	-2.3	-2
Cn1c(=O)c2c(n(C)c1=O)n(C)c(=O)n2C	2.8	-1
Cc1cccc(C)c1NC(=O)C(c1ccccc1OC(F)(F)F)N1CCC(c2ccccc2)CC1 (stereo not drawn)	5.1	0
Cc1cc(C)cc(OCCCN2CCC(C(O)(c3ccccc3)c3ccccc3)CC2)c1	3.2	-10
COc1ccc(CN2C[C@@H](CO)O[C@@H](n3cnc4c(NCCO)ncnc43)C2)cc1	-0.2	-3
O=C(NCc1cccc(Cl)c1)c1ccc(-n2ccnc2)c2ccoc12	1.5	-4
CC1(C(=O)NCc2ccncc2)Cc2c(-c3cccc(C(F)(F)F)c3)ccnc2O1 (stereo not drawn)	1.9	-4
CC(C)(C)C(C(=O)NCc1ccccc1)N1CCN(C(=O)C2CCCO2)CC1 (stereo not drawn)	0.2	-1
CCc1nc2ccc(C(=O)Nc3ccc(NC(C)=O)cc3)cn2c1N(C)C(=O)Cc1ccccc1	2.3	-3
CCCCCNC(=O)C(C1CC1)n1c(=O)c(-c2ccco2)nc2ccccc21 (stereo not drawn)	1.7	-4
C[C@H](NC(=O)c1ncn2c1C(=O)N[C@@H](C)C2)c1ccccc1	2.0	-1
C[C@@H]1CN([C@@H](C)CO)C(=O)c2cc(-c3ccccc3F)cnc2O[C@H]1CN(C)Cc1cccc(F)c1	2.3	-2
CCCCN1C(=O)C(CC(=O)NC2CCCCC2)CC(C(=O)N2CCOCC2)=C1C (stereo not drawn)	1.4	-3
COc1ccc(F)cc1-c1cc(NC(C)=O)c2ncc(-c3cccc(C(F)(F)F)c3)n2c1	2.7	-13
CCOC(=O)C1(C)CCN1C(=O)c1cccs1 (stereo not drawn)	0.2	-4
Cc1ccc(NC(=O)CC[C@H]2O[C@@H](n3cnc4c(NC(=O)c5ccccc5)ncnc43)[C@H](O)[C@@H]2O)cc1C	1.5	-1
COc1ccc(CN2CCC[C@]3(N[C@H](c4ccc(C)cc4)[C@@H]4C(=O)N(C)C(=O)[C@@H]43)C2=O)cc1	-1.2	0
CCCNC(=O)C[C@@H]1C[C@@H]2c3cc(NS(=O)(=O)c4ccc(OC)cc4)ccc3O[C@@H]2[C@@H](CO)O1	1.5	3
Cc1ccc(CNc2nc(NC(C)C)nc3ccsc23)c(C)c1	-0.5	-1
Cc1ccc2c(CN(C)Cc3ccccc3)cc(=O)oc2c1	0.4	13
COCCCNC(=O)[C@H]1O[C@@H](n2cnc3c(=O)[nH]c(N)nc32)[C@H](O)[C@@H]1O	2.6	-3
C[C@]12CC[C@H](O)CC1=CCC1C2CC[C@@]2(C)C1CC[C@@H]2NCc1ccccc1 (stereo partly drawn)	2.3	-3
CC1(C(=O)O)CCC2(C)CCC3(C)C(=CC(=O)C4C5(C)CCC(=O)C(C)(C)C5CCC43C)C2C1 (stereo not drawn)	1.4	-2
CC1CCN(S(=O)(=O)c2ccc3c(c2)C(Cl)(Cl)C(=O)N3)CC1	1.9	-1
COC(=O)[C@]12CCCCC=C1N(Cc1ccc3c(c1)OCO3)C(=O)[C@H](CC(=O)NCCc1ccccc1OC)C2	2.6	10
CCCCCCN1C[C@@H](O)[C@H](n2cc(C3CC3)nn2)C[C@@H]1c1ccc(C)cc1	2.5	-2
COc1cccc(CN(C)C[C@H]2OCc3cnnn3CCCC(=O)N([C@H](C)CO)C[C@@H]2C)c1	2.4	-3
CCOC(=O)CC1(CC)Oc2ccccc2N1S(=O)(=O)c1ccc(C)cc1 (stereo not drawn)	-0.2	-2
CC1(C(=O)Nc2cnc3ccccc3c2)CCN1CCc1ccccc1 (stereo not drawn)	2.2	0
COc1cccc(N(CC(=O)N2CCN(Cc3ccccc3)CC2)S(C)(=O)=O)c1	2.2	0
COCCN1C(=O)COc2ccccc2C1C(=O)NC1CCCCC1 (stereo not drawn)	2.1	-1
CCOC(=O)N1CCN(C(=O)C[C@@H]2C[C@@]3(C(=O)OC)CCCCC=C3N(Cc3ccc(Cl)cc3Cl)C2=O)CC1	-0.9	-1
CC1(C)OCC(CNC(=O)c2[nH]c(C(F)(F)F)nc2-c2ccccc2)O1 (stereo not drawn)	2.0	0
Cc1cc(NS(=O)(=O)c2ccc(NC(=O)c3ccc([N+](=O)[O-])cc3)cc2)nc(C)n1	2.7	-2
CCOC(=O)C1=C(COC(=O)Cc2ccccc2[N+](=O)[O-])NC(=O)NC1C (stereo not drawn)	5.8	-4
C[C@@H]1CN([C@H](C)CO)C(=O)c2cc(-c3ccccc3)cnc2O[C@@H]1CN(C)C(=O)C1CCOCC1	2.0	-1
O=C(NCC1CCN(C(=O)C(=O)c2cccs2)CC1)c1ccc2c(c1)CCO2	1.3	2
C[C@@H]1CN([C@H](C)CO)C(=O)c2cc(-c3ccc(C#N)cc3)cnc2O[C@H]1CN(C)C(=O)c1ccccc1	3.2	-4
CCCCCCCCN1C(=O)[C@H](CC(=O)N2CCOCC2)C[C@@]2(C(=O)OC)CC(C)(C)CC=C12	1.9	0
Cn1nnc2cc(NC(=O)Nc3ccccc3F)ccc21	2.8	50*
CC(C)(Cc1nc2ccccc2[nH]1)c1nc2ccccc2[nH]1	1.1	-1
CC1CCCC(NC(=O)c2cccc(S(=O)(=O)N3CCOCC3)c2)C1C (stereo not drawn)	0.1	-4
COc1ccc(-c2csc(NC(=O)CS(=O)(=O)c3ccccc3)n2)cc1OC	3.0	-3
O=C(c1cc2c(c(-c3cccc(-c4ccncc4)c3)n1)[C@@H](CCO)N(C(=O)c1ccc3c(c1)OCO3)C2)N1CCOCC1	-1.6	-3
CC1(C(=O)Nc2cccc(NS(C)(=O)=O)c2)Cc2c(-c3cccc(C(N)=O)c3)ccnc2O1 (stereo not drawn)	2.7	-3
O=C(Nc1cccc2[nH]c([C@H]3C[C@H](O)[C@@H](CO)O3)nc12)NC(c1ccccc1)c1ccccc1	3.9	-1

(listing goes on)
SMILES	phage Ecoli inh	Wnt act
O=C(NCc1ccccc1)/C(=C\c1cccc([N+](=O)[O-])c1)NC(=O)c1ccco1	3.1	-1
CCc1nc2ccc(C(=O)NCc3cccs3)cn2c1N(CC)Cc1cccc(Br)c1	0.8	0
Cn1cc(-c2cccc3nncn23)cn1	2.6	-1
COC(=O)[C@H]1C[C@@]2(O)CN(S(=O)(=O)c3ccc(C)cc3)C[C@@]2(OC(=O)Nc2cccs2)C[C@H]1C(=O)OC	1.8	1
OC(c1ccccc1)c1nc(-c2cc(F)cc(F)c2)cs1 (stereo not drawn)	-0.5	-2
Nc1nc2ccccc2n1S(=O)(=O)c1ccccc1	0.5	-1
CCCCC[C@H]1CCCCC[C@H](O)C[C@@H](O)[C@H](O)/C=C/C(=O)O1	-0.1	-3
COC(=O)C1=C(C)N(Cc2ccccc2C(F)(F)F)C(=NCc2cccc(C(F)(F)F)c2)NC1c1ccc(C(F)(F)F)cc1 (stereo not drawn)	4.7	-1
CC1(C(=O)NS(=O)(=O)c2ccccc2Cl)CCN1C(=O)Cc1ccc(Cl)cc1Cl (stereo not drawn)	0.0	-2
CCOc1ccc(NS(=O)(=O)c2ccc(C(=O)NCC(c3ccco3)N3CCCCC3)cc2)cc1 (stereo not drawn)	3.6	1
COC(=O)[C@]12CCCCC=C1N(Cc1ccc(Cl)cc1Cl)C(=O)[C@H](CC(=O)N1CCSCC1)C2	-1.5	1
COc1ccc([N+](=O)[O-])cc1CN1CCN(c2ncc(Cc3ccccc3)cn2)CC1	1.1	-6
CC(C)n1nnnc1C1c2ccccc2C(=O)N1Cc1ccc(F)cc1 (stereo not drawn)	1.0	-3
COc1ccccc1CNc1nc(NCc2ccc3occc3c2)c2sccc2n1	3.7	-4
CN(c1cc(Cl)c2c(c1)OCO2)c1cc2c(c3c1ccn3C)C1CCC2C1 (stereo not drawn)	4.3	-3
O=C1Nc2ccccc2C(=O)N(C2CCCC2)C1C(=O)NC1CC1 (stereo not drawn)	1.1	-3
O=C(N[C@H](C(=O)N1CCC[C@H]1C(=O)NC1CCCC1)C1CCCCC1)c1nccs1	1.3	-2
Cc1cccc(NC(=O)CNC(=O)[C@H]2O[C@@H](n3ccc(N)nc3=O)[C@H](O)[C@@H]2O)c1C	4.0	-1
O=C(NC1CC1)c1cccc(NC(=O)C2CCN(S(=O)(=O)c3ccccc3C(F)(F)F)CC2)c1	3.7	-1
CC1CCCCC12NC(=O)N(CC(=O)Nc1cccnc1)C2=O (stereo not drawn)	0.5	-3
COc1ccc(S(=O)(=O)NC(=O)C2(C)CCN2C(=O)C(C)(C)c2ccccc2)cc1 (stereo not drawn)	-0.2	-3
CCN(CC)C(=O)C1=C(C)N(CCC2=CCCCC2)C(=O)C(CC(=O)NCc2cccc3ccccc23)C1 (stereo not drawn)	-1.4	-4
COC(=O)Cc1nnn2c1[C@H](C)[C@@H](OC)c1ccccc1-2	1.3	-4
OCc1ccccc1-c1cnc2sc(NCc3ccc(F)cc3)nn12	2.5	1
Cc1ccc(-c2nc3ccc(Cl)cn3c2CC2CCCCC2)cc1	5.1	17
CCCS(=O)(=O)NC(=O)C1(C)CCN(C(=O)c2cccc(C(F)(F)F)c2)C1 (stereo not drawn)	3.2	25
c1ccc(OCCNc2ccn3nc(-c4ccc(OCCN5CCOCC5)cc4)cc3n2)cc1	2.2	0
COc1ccccc1NC(=O)Nc1nc(C(N)Cc2ccc(C(F)(F)F)cc2)cs1 (stereo not drawn)	-0.3	-1
CN(Cc1ccccc1)C(=O)c1cccc(NC(=O)Cc2cccc(NC(=O)C3CCN(C(=O)CCc4ccccc4)CC3)c2)c1	1.4	-1
CCc1c(-c2ccc(OC)cc2)ncn1CCc1ccccc1OC	0.8	-4
CCOC(=O)[C@]12Cc3c(cc(OC)c(OC)c3OC)[C@H]1N(CCC(=O)OC)C(=O)c1cc(OC)ccc12	3.9	-2
OCC1OC(n2cnc3c(N4CCCC4)ncnc32)C(O)C1O (stereo not drawn)	0.9	-25
CCCNC(=O)c1cc(C2CCCN(C(=O)C3CCCCC3)C2)on1 (stereo not drawn)	1.3	-1

Given bar-delimited: part of the list above.
molecule | phage Ecoli inh | Wnt act
O=C1Nc2ccccc2C(=O)N(C2CCCC2)C1C(=O)NC1CC1 (stereo not drawn) | 1.1 | -3
O=C(N[C@H](C(=O)N1CCC[C@H]1C(=O)NC1CCCC1)C1CCCCC1)c1nccs1 | 1.3 | -2
Cc1cccc(NC(=O)CNC(=O)[C@H]2O[C@@H](n3ccc(N)nc3=O)[C@H](O)[C@@H]2O)c1C | 4.0 | -1
O=C(NC1CC1)c1cccc(NC(=O)C2CCN(S(=O)(=O)c3ccccc3C(F)(F)F)CC2)c1 | 3.7 | -1
CC1CCCCC12NC(=O)N(CC(=O)Nc1cccnc1)C2=O (stereo not drawn) | 0.5 | -3
COc1ccc(S(=O)(=O)NC(=O)C2(C)CCN2C(=O)C(C)(C)c2ccccc2)cc1 (stereo not drawn) | -0.2 | -3
CCN(CC)C(=O)C1=C(C)N(CCC2=CCCCC2)C(=O)C(CC(=O)NCc2cccc3ccccc23)C1 (stereo not drawn) | -1.4 | -4
COC(=O)Cc1nnn2c1[C@H](C)[C@@H](OC)c1ccccc1-2 | 1.3 | -4
OCc1ccccc1-c1cnc2sc(NCc3ccc(F)cc3)nn12 | 2.5 | 1
Cc1ccc(-c2nc3ccc(Cl)cn3c2CC2CCCCC2)cc1 | 5.1 | 17
CCCS(=O)(=O)NC(=O)C1(C)CCN(C(=O)c2cccc(C(F)(F)F)c2)C1 (stereo not drawn) | 3.2 | 25
c1ccc(OCCNc2ccn3nc(-c4ccc(OCCN5CCOCC5)cc4)cc3n2)cc1 | 2.2 | 0
COc1ccccc1NC(=O)Nc1nc(C(N)Cc2ccc(C(F)(F)F)cc2)cs1 (stereo not drawn) | -0.3 | -1
CN(Cc1ccccc1)C(=O)c1cccc(NC(=O)Cc2cccc(NC(=O)C3CCN(C(=O)CCc4ccccc4)CC3)c2)c1 | 1.4 | -1
CCc1c(-c2ccc(OC)cc2)ncn1CCc1ccccc1OC | 0.8 | -4
CCOC(=O)[C@]12Cc3c(cc(OC)c(OC)c3OC)[C@H]1N(CCC(=O)OC)C(=O)c1cc(OC)ccc12 | 3.9 | -2
OCC1OC(n2cnc3c(N4CCCC4)ncnc32)C(O)C1O (stereo not drawn) | 0.9 | -25
CCCNC(=O)c1cc(C2CCCN(C(=O)C3CCCCC3)C2)on1 (stereo not drawn) | 1.3 | -1

Some of the compounds tested (hit frequency here may not be typical).
